# ERG Ets-DNA blk: inhibitors of human ERG Ets domain-DNA interaction. 370,000 compounds, 0.028% hits. fluorescence polarization, His-ERG Ets domain / labelled DNA. P11308. Potency, µM (highest dose often 76.9 µM), without a hit: at the top dose FP activity, negative = inhibition, usual class: inhibitors. AID 624246; active = well fitted inhibition curve with a large enough effect in the polarisation, with a control signal flat; inconclusive = small, poorly fitted or top-dose-only effect, or effect the other way, or a change in a side signal; inactive = no such curve, though single readings can be large or run the other way; the % refers to the polarisation;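 also: polarization taken with two DNA probes labelled with fluorescein and Texas red; potency is read from the fitted curve at half-maximal effect; % of control where 0% means no effect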
#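 His-tagged ERG Ets domain (1 uM in the protein solution; 300mM KCl, 50mM Tris-HCl, 1mM EDTA, 1mM DTT, pH 7.5) received compound, then a probe mix of 5 nM fluorescein-DNA and 100nM Texas-615-DNA. Fluorescence polarization was read for both dyes.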
# Apoferritin bind: candidate novel general anesthetic via apoferritin binding | 350,000 compounds, 0.074% hits | P02791 | apoferritin/1-aminoanthracene competitive binding, fluorescence | Potency, µM (series often up to 77.5 µM), for the others: at the top dose activity change, negative = displacement, most hits filed as inhibitors; also: potency is read from the fitted curve at half-maximal effect; % is scaled to controls: 0 for no effect and ±100 for the full control effect; nearly all actives have a fitted effect of over 20% in size
# Target sequence (P02791 2-175 limits assumed): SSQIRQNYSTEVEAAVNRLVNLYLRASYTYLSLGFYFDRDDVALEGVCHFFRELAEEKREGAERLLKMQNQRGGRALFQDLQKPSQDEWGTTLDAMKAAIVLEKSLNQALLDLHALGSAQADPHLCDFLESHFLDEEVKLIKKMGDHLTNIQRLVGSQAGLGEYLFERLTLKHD
#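 Concentration-response curves derived by four-parameter Hill fitting of normalized fluorescence, where compounds displaced 1-AMA from 10 uM horse apoferritin following a brief 10 min room-temperature incubation; propofol titration acted as positive control.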
# Pol beta inh: blocks human DNA polymerase beta activity; P06746; Pol beta primer extension/strand displacement, fluorescence kinetic; Potency, µM (doses to about 114 µM), without a hit: at the top dose activity change, negative = inhibition, actives largely listed as inhibitors; 340,000 compounds, 1.3% hits; AID 485314; also: potency is read from the fitted curve at half-maximal effect; % is scaled to controls: 0 for no effect and ±100 for the full control effect
#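 Pol beta (10 nM) and compounds were preincubated 15 min at room temperature, then 50 nM substrate (final) started primer extension/strand displacement. Reads were taken at 0 and 10 min; concentration-response data were fitted to a four-parameter Hill equation.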
# APE1 inh: blocks human APE1 abasic DNA cleavage. P27695. recombinant APE1, TAMRA/BHQ-2 abasic DNA cleavage fluorescence. Potency, µM (top dose mostly 65.8 µM), inactives show at the highest dose activity change, negative = inhibition, most hits filed as inhibitors. 350,000 compounds, 0.35% hits. AID 2517;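 also: potency is read from the fitted curve at half-maximal effect; plate controls were vehicle for no effect and reference inhibitor for full effect; nearly all actives have a fitted effect of over 55% in size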
#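 Compound pre-exposure to 0.75 nM APE1, 15 min at ambient temperature. Reaction initiated with 50 nM TAMRA/BHQ-2 THF substrate, read immediately in kinetic mode, 525 nm excitation, 598 nm emission.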
# LDHA inh: blocks human lactate dehydrogenase A | P00338 | purified LDHA, NADH/diaphorase-resazurin fluorescence; hits give low values | activity change, % (values are at about 110 or 230 µM) | 480,000 compounds, 0.15% hits | AID 1347041; in the data active = activity change below about -30%; inconclusive = mostly about -25% to -30%;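 also: plate controls were DMSO wells for no effect and wells without enzyme for full effect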
#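 Human LDH5 (2 nM) was incubated with 0.06 mM NADH and 0.2 mM pyruvate for 5 min at room temperature in Tris pH 7.4. Remaining NADH was coupled through diaphorase/resazurin, and resorufin fluorescence was read at 0 and 20 min.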
# 12-LOX inh: ALOX12 (human) lipoxygenase inhibition | purified 12hLO, xylenol orange hydroperoxide absorbance | Potency, µM (titrated, usually from 108 µM), for the others: at the top dose activity change, negative = inhibition, hits mostly inhibitors | 580,000 compounds, 1.1% hits; also: potency is read from the fitted curve at half-maximal effect; % is scaled to controls: 0 for no effect and ±100 for the full control effect
# Target sequence (P18054 whole entry, looked up): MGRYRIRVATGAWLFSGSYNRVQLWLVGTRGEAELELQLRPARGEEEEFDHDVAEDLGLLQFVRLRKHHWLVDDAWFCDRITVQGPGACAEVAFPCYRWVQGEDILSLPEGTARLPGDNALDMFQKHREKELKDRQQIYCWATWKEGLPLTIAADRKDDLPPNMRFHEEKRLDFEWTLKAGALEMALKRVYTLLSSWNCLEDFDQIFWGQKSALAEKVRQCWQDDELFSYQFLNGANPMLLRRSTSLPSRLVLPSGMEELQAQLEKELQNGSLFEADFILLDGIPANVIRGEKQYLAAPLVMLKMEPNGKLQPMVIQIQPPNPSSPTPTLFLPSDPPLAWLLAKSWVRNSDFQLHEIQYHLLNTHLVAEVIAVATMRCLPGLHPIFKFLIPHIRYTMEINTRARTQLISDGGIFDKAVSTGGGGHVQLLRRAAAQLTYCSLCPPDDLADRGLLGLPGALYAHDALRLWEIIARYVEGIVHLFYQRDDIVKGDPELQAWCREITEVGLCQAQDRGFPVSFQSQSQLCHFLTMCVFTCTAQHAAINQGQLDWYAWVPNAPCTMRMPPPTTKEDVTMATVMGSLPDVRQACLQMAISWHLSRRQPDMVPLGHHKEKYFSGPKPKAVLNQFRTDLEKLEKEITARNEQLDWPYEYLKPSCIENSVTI
#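 Hydroperoxide product was detected by ferrous iron/xylenol orange as the 573 to 405 nm absorbance ratio. Arachidonic acid at 40 uM (final) was turned over for 30 min at room temperature by 150 nM human 12hLO, pH 7.0 Hepes buffer, after 15 min compound preincubation.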
# RGS4 inhibitor: blocks human RGS4-accelerated GTP hydrolysis | P49798 | Transcreener GDP fluorescence polarization, RGS4-accelerated GTP hydrolysis | Potency, µM (top dose mostly 114 µM), without a hit: at the highest dose activity change, negative = inhibition, actives largely listed as inhibitors | 390,000 compounds, 0.039% hits | AID 504845; also: potency is read from the fitted curve at half-maximal effect; % is scaled to controls: 0 for no effect and ±100 for the full control effect; nearly all actives have a fitted effect of over 75% in size; some results filed as inactive show a strong effect at the top dose
# Target sequence (P49798 whole entry, looked up): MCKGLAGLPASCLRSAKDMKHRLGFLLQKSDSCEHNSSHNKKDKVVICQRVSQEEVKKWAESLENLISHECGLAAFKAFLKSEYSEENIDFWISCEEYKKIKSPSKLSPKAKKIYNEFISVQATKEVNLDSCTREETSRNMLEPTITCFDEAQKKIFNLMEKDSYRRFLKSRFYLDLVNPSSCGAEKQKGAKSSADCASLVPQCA
#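 MLSMR compounds (23 nl, pin-transferred) preincubated 10 min at room temperature with a 500nM (2x) first reagent, then RGS4 at 900nM (2x) plus Transcreener GDP mix added; fluorescence polarization (620/688 nm) read before and after 90 min at 30 °C.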
# POLH inh: inhibitors of human DNA polymerase eta; recombinant Pol eta, fluorescent DNA replication assay; Potency, µM (top dose mostly 114 µM), for inactives: at the highest dose activity change, negative = inhibition, usual class: inhibitors; 390,000 compounds, 1.2% hits; AID 588591; also: potency is read from the fitted curve at half-maximal effect; % is scaled to controls: 0 for no effect and ±100 for the full control effect
#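 Pol eta (10 nM) was preincubated with compounds for 15 min at room temperature, after which fluorescent replication substrate (50 nM final) was added to start the reaction. Fluorescence was read kinetically at 0 and 10 min.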
# Pol kappa inh: inhibitors of human DNA polymerase kappa | Q9UBT6 | purified Pol kappa, fluorescent DNA synthesis assay, 10 min | Potency, µM (highest dose often 107 µM), for the others: at the top dose activity, negative = inhibition, hits mostly inhibitors | 400,000 compounds, 0.53% hits | AID 588579; also: potency is read from the fitted curve at half-maximal effect; % is scaled to controls: 0 for no effect and ±100 for the full control effect
#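 Kinetic fluorescence screen: compound preincubated 15 min RT with 10 nM enzyme; 50 nM substrate (final) initiates; reads at 0/10 min.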
# Numbers without * were called inactive; ? = inconclusive; / = no result given; [ ] = another dose, or the depositor's remark. Unless noted, calls follow the shape of the dose curve; as a rule, active = well fitted curve in the direction sought with a large enough effect; inconclusive = small, poorly fitted or top-dose-only effect, or another doubt; inactive = no such curve, though single readings can be large; an effect the other way counts as inactive or inconclusive.
# Values in the order: ERG Ets-DNA blk	Apoferritin bind	Pol beta inh	APE1 inh	LDHA inh	12-LOX inh	RGS4 inhibitor	POLH inh	Pol kappa inh
CN1C(=O)C(c2nnc(Nc3cccc4ccccc34)s2)C2CC1(C)Oc1ccccc12 (centres undefined)
 : 4%	-7%	-1%	2%	1	-23%	-22%	-3%	-7%
COc1ccc(/C=N/NC(=O)CN(C)S(=O)(=O)c2ccc(NC(C)=O)cc2)cc1
 : 12%	-4%	50%	12%	-4	12%	6%	-11%	-8%
Cc1ccc(C(c2sc3nc(-c4ccco4)nn3c2O)N2CCCC2)cc1 (centres undefined)
 : 3%	0%	27%	/	-5	?	7%	-9%	-8%[60.1 µM]
O=C(NCCc1ccccc1)C1CCC(Cn2c(=O)c3ccccc3n(Cc3cccnc3)c2=O)CC1 (centres undefined)
 : 6%	-14%	?	11%	1	-2%	-18%	?	-12%
COC(=O)[C@@]1(Cc2ccc(F)cc2)[C@H]2c3cc(C(=O)N4CCCC4)n(Cc4ccc(S(C)(=O)=O)cc4)c3C[C@H]2CN1C(=O)c1ccccc1
 : /	-3%	/	-11%	0	-13%	/	/	/
CCOC(=O)Cn1c(=O)oc2cc(S(=O)(=O)NCCc3ccc(C)cc3)ccc21
 : 5%	-13%	0%	-7%	-2	?	1%	-20%	3%
S=C(N/N=C/c1ccco1)NC1CC2CCC1C2 (centres undefined)
 : -4%	-11%	?	?	-1	?	3%	?	-22%
Cc1ccc(CNC(=O)C2CC(=O)N(C3CCCC3)C2)cc1 (centres undefined)
 : -15%	/	/	-3%	-5	0%	5%	-2%	-9%
CN1C(=O)/C(=C\c2cc(N=Nc3ccccc3)ccc2O)SC1=S
 : 12%	-19%	-1%	-3%	5	88%[activator]	-41%	?	-9%
CCCCn1c(N)c(N(CC(C)C)C(=O)CSc2ccccc2C)c(=O)[nH]c1=O
 : 8%	/	/	2%	-9	-10%	27%	-12%	-7%
CCOc1ccccc1NC(=O)C(OC(=O)c1ccccc1)c1ccccc1 (centres undefined)
 : 6%	1%	1%	-2%	-1	-12%	20%	-6%	-7%
CCc1nnc(NC(=O)c2ccc(S(=O)(=O)N(CC)CC)cc2)s1
 : 1%	-11%	-20%	-2%	0	13%	-41%	-2%	9%
COc1ccc(Cl)cc1NC(=O)c1cc(-c2ccco2)on1
 : -1%	-9%	25%	4%	-1	-18%	3%	5%	-32%
CCOc1ccc(C2(C)NC(=O)N(CCN(C)C)C2=O)cc1 (centres undefined)
 : -8%	0%	2%	-4%	-4	-46%	-20%	-16%	-5%
CCN(CC)c1ccc(/C=C2/C(=O)ON=C2C)cc1
 : 12%	-7%	7%	-3%	-1	10%	-2%	14%	-11%[60.1 µM]

# Values in the order: ERG Ets-DNA blk	Apoferritin bind	Pol beta inh	APE1 inh	LDHA inh	12-LOX inh	RGS4 inhibitor	POLH inh	Pol kappa inh
COc1ccc(CCN2CC(C(=O)NC3CCCCC3)CC2=O)cc1OC (centres undefined)
 : 10%	0%	?	?	0	10%	-12%	-23%	5%
Cc1ccc(C(C(=O)NCc2ccccc2)N(C(=O)c2csnn2)C2CC2)cc1 (centres undefined)
 : 0%	-10%	8%	-4%	0	?	-20%	-13%	-5%
O=C(NC(=S)Nc1ccc(S(=O)(=O)N2CCCC2)cc1)C1CC1
 : 5%	-14%	-13%	6%	1	-19%	-4%	-2%	-11%
CCn1c(SC(C)C(=O)NCC2CCCO2)nc2scc(-c3ccccc3)c2c1=O (centres undefined)
 : 19%	/	/	20%	-2	5%	-24%	-21%	4%
Cc1cc(=O)[nH]c(N/N=C/c2cccc([N+](=O)[O-])c2)n1
 : /	1%	0%	13%	/	16%	/	/	/
CCC(C)NC(=O)Cn1c(=O)n(CCCCC(=O)NCc2ccco2)c(=O)c2ccccc21 (centres undefined)
 : 1%	-2%	10%	1%	-7	149%[activator]	-25%	-12%	-14%
CCN(CC)S(=O)(=O)c1ccc(C)c(NC(=S)N2CCN(C/C=C/c3ccccc3)CC2)c1
 : -10%	2%	3%	9%	-1	1%	-36%	-19%	-8%
CN(C)C(CNC(=O)c1cccnc1Sc1ccccc1)c1ccco1 (centres undefined)
 : 1%	-14%	4%	1%	-12	-17%	-6%	9%	-8%
Fc1ccc(-c2nc3c4c(-c5ccccc5)c(-c5ccccc5)oc4ncn3n2)cc1
 : -1%	11%	14%	/	0	2%	39%[activator]	-12%	-4%
CC1CC(C)CN(C(=O)c2cccc3c2-c2ccccc2C3=O)C1 (centres undefined)
 : -8%	2%	0%	-2%	-8	-25%	-18%	-5%	-12%
Cc1cc(NC(=O)CSCc2nc(-c3cccc(Cl)c3)oc2C)no1
 : -4%	-12%	-12%	-2%	-8	13%	11%	-16%	-9%
C=CCn1c(=NC(=O)c2cccc(N3C(=O)CCC3=O)c2)sc2cccc(OC)c21
 : 0%	-3%	6%	-2%	-3	3%	-12%	-20%	1%
O=C(Nc1cccc2ccccc12)N1CCc2ccccc2C1
 : -5%	-17%	4%	3%	17	12%	-8%	2%	-27%
CN(C(=S)Nc1ccc(F)cc1)C1(c2ccccc2Cl)CCCCC1=O (centres undefined)
 : -2%	-19%	-2%	-1%	2	-9%	-5%	0%	-3%
CC1CCCN(C(=O)CCNC(=O)Cn2cnc3ccccc3c2=O)C1 (centres undefined)
 : -6%	-7%	50%	19%	-12	-23%	26%	4%	-1%

# Values in the order: ERG Ets-DNA blk	Apoferritin bind	Pol beta inh	APE1 inh	LDHA inh	12-LOX inh	RGS4 inhibitor	POLH inh	Pol kappa inh
CNc1ccc(-c2nc(-c3ccco3)no2)cc1[N+](=O)[O-]
 : -2%	-3%	11%	/	-3	-21%	-11%	-6%	-5%
COc1ccc(N2CCN(CCCNC(=O)c3nnc(Cc4ccccc4Cl)o3)CC2)cc1
 : -7%	-10%	-8%	/	-2	-11%	-16%	-11%	-26%
O=C(CCCCCn1c(=O)[nH]c2ccsc2c1=O)NCc1ccc2c(c1)OCO2
 : 1%	-6%	42%	15%	2	0%	-2%[56.9 µM]	-9%	2%
COc1ccc(CC(=O)Nc2ccc3c(c2)CCC3)cc1OC
 : 9%	-13%	21%	10%	-4	0%	9%	-17%	-1%
COC(=O)[C@H](Cc1c[nH]c2ccccc12)NCc1cccc(B(O)O)c1
 : -4%	/	/	/	-6	?	14%	-3%	-22%
CC(=O)Nc1ccc(NC(=O)c2cc(-c3cc(C)cc(C)c3O)n[nH]2)cc1
 : 3%	3%	-20%	-12%	-7	119%[activator]	-34%	4%	-4%
CC1C(C#N)=C(SCC(N)=O)NC2=C1C(=O)CC(C)(C)C2 (centres undefined)
 : 8%	11%	-11%	-11%	0	41%[activator]	?	-6%	7%
N#Cc1c(N)c(C#N)c(-c2ccc3c(c2)OCO3)c2c1CCCC2
 : 2%	-9%	8%	-6%	-4	7%	-20%	-11%	-1%
CC(C)NCCOCCOc1ccccc1F
 : 0%	-10%	25%	13%	-24	?	14%	-6%	-17%
Cc1ccc(-c2c(C(=O)NCCc3ccccc3)oc(=O)c3ccccc23)cc1
 : 3%	?	-2%	/	-1	?	14%	-1%	-15%
Cc1ccccc1N=C1NC(=O)CC(c2ccccc2)S1 (centres undefined)
 : -7%	-17%	-1%	-1%	1	-4%	-20%[11.4 µM]	-27%	-8%
Cc1cccc(-c2csc(NC(=O)c3cnccn3)c2C(=O)OC(C)C)c1
 : 4%	-4%	-30%	-2%	-6	-18%	5%	4%	-1%
CCOC(=O)C1CCCN(CCC(=O)Nc2ccc(Br)cc2)C1 (centres undefined)
 : -1%	-10%	6%	10%	-4	?	5%	-16%	2%
CCONC(=NC)c1nonc1N
 : 0%	8%	49%	6%	0	-3%	-14%	-11%	7%
C/C(CCC1CC(C)(C)OC1=O)=N\NC(N)=S (centres undefined)
 : -9%	-5%	-21%	-3%	5	?	?	-18%	1%

# Values in the order: ERG Ets-DNA blk	Apoferritin bind	Pol beta inh	APE1 inh	LDHA inh	12-LOX inh	RGS4 inhibitor	POLH inh	Pol kappa inh
CCOCCCn1c(=N)c(C(=O)NCc2ccc3c(c2)OCO3)cc2c(=O)n3ccccc3nc21
 : /	-9%	?	0%	/	2%	/	/	/
Cc1onc(-c2c(F)cccc2Cl)c1C(=O)N1C=CC(C(F)(F)F)=NCC1
 : 9%	-8%	23%	1%	-3	0%	-19%	-9%	5%
CCc1nn(C(CC)C(=O)NCCc2ccc(OC)cc2OC)c(=O)c2cc3occc3n12 (centres undefined)
 : 0%	-14%	2%	-17%	0	7%	13%	0%	-25%
Cc1cc(C)n2nc(SCc3cc(=O)oc4ccc5ccccc5c34)nc2n1
 : -5%	-11%	-14%	13%	-7	16%	-1%[11.4 µM]	?	-1%

# Copied from the listing for reference:
# Values in the order: ERG Ets-DNA blk	Apoferritin bind	Pol beta inh	APE1 inh	LDHA inh	12-LOX inh	RGS4 inhibitor	POLH inh	Pol kappa inh
COc1ccc(Cl)cc1NC(=O)c1cc(-c2ccco2)on1
 : -1%	-9%	25%	4%	-1	-18%	3%	5%	-32%
CCOc1ccc(C2(C)NC(=O)N(CCN(C)C)C2=O)cc1 (centres undefined)
 : -8%	0%	2%	-4%	-4	-46%	-20%	-16%	-5%
CCN(CC)c1ccc(/C=C2/C(=O)ON=C2C)cc1
 : 12%	-7%	7%	-3%	-1	10%	-2%	14%	-11%[60.1 µM]

# Screens from PubChem BioAssay.

# Not all compounds are listed, so the mix of outcomes need not match the whole.
